Compound activity deposited in PubChem by Broad Institute.
DLD1 CTGF mRNA = YAP1 pathway inhibitors via CTGF transcript, primary screen, DLD1 colon cancer cells, RT-qPCR, single point (AID 743449); DLD1 CTGF mRNA qPCR, 24 h; active compounds read high; inhibition, % at 12.5 µM; actives 0.9% (n = 9,900);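 active means mean normalized replicate activity at least 50 and at least half of replicates each reaching 50; inconclusive means only one of the two criteria met; inactive means neither criterion met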;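 further: 0% = neutral control wells and 100% = dasatinib control wells; higher means stronger suppression of CTGF expression like dasatinib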
Pax4 mRNA alpha TC1 = activators of Pax4 gene expression, primary screen, RT-PCR, mouse alpha TC1 cells, single point (AID 1053180) | actives 0.2% (n = 9,600) | activation, % at 10 µM | mouse alpha TC1 cells, Pax4 mRNA qPCR, 6 days; active compounds read high; 100% = Pax4 plasmid added at qPCR;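 active means highest normalized replicate activity of 15 or more, or at least half the replicates reach 15 or more; inactive means neither condition met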;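 further: pax4 Ct normalized to GAPDH with activation seen as lower delta delta Ct; plate controls were plate neutral control wells for no effect and Pax4 plasmid positive control for full effect; each compound tested in two replicate wells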
* = called active by the depositor; ? = inconclusive; . = no result given. A portion of the library; the hit share may differ from the screen's.

SMILES | DLD1 CTGF mRNA | Pax4 mRNA alpha TC1
O=C(c1cnccn1)N1CC(=O)N2[C@H](CO)[C@@H](c3ccc(-c4cccc(F)c4)cc3)[C@H]2C1 | 35 | 0.0
CCc1cnc(N2[C@H](C#N)[C@H](c3ccc(-c4cccc(F)c4)cc3)[C@H]2CO)s1 | -3 | 0.0
CC(=O)N1[C@@H]2CN(C(=O)c3ccc(F)cc3)c3ccccc3[C@@H]2[C@@H]1CO | -58 | 0.0
COc1ccc2c3c([nH]c2c1)[C@H](CO)N(Cc1ccc(F)cc1)CC31CN(C)C1 | -2 | 0.0
C[C@@H]1CN([C@H](C)CO)C(=O)Cc2cc(NC(=O)CCCCCC(=O)Nc3ccccc3N)ccc2O[C@H]1CN(C)S(=O)(=O)c1cccs1 | 4 | 0.0
C[C@@H]1CN([C@@H](C)CO)C(=O)c2c(c3ccccc3n2C)-c2ccccc2CO[C@@H]1CN(C)C(=O)Nc1ccccc1C(F)(F)F | 0 | 0.0
O=C(c1ccccn1)N1CC2(C1)[C@H](c1ccccc1)[C@@H](CO)N2C(=O)C1CCCCC1 | -48 | .
COc1ccc2c3c(n(C)c2c1)[C@H](CO)N(C)CC31CN(S(=O)(=O)c2cccc(C)c2)C1 | 9 | 0.0
C[C@H]1CN([C@@H](C)CO)C(=O)c2cc(NC(=O)C3CC3)ccc2O[C@H]1CN(C)S(=O)(=O)c1ccccc1 | -28 | 0.0
CN(C)C(=O)c1cccc(-c2ccccc2[C@@H]2[C@H](C#N)N(C(=O)C3CCCCC3)[C@H]2CO)c1 | -4 | 0.0
C[C@@H]1CN([C@@H](C)CO)C(=O)CCCn2nncc2CO[C@H]1CN(C)CC1CCCCC1 | -31 | 0.0
COc1ccc2c3c(n(C)c2c1)[C@H](CO)N(S(=O)(=O)c1ccc(C)cc1)CC31CCN(Cc2cccnc2)CC1 | 9 | 0.0
COCC(=O)Nc1ccc2c(c1)OC[C@H](C)N(C)C[C@@H](C)[C@H](OC)CN(C)C2=O | 3 | 0.0
CC(C)c1cn(CC[C@H]2CC[C@@H](NS(=O)(=O)c3ccc(F)cc3)[C@H](CO)O2)nn1 | -32 | 0.0
CCC(=O)N1[C@H](CO)[C@H](c2ccc(C3=CCCC3)cc2)C12CN(C(=O)COC)C2 | 10 | .
C[C@@H]1CN([C@@H](C)CO)S(=O)(=O)c2ccc(C#CC(C)(C)O)cc2O[C@@H]1CN(C)Cc1ccc(F)cc1 | 18 | 0.0
CC=Cc1ccc2n(c1=O)C[C@H]1[C@H](CO)[C@@H](C(=O)N[C@H](C)c3ccccc3)[C@@H]2N1Cc1cncnc1 (mixture of isomers) | -16 | 0.0
C[C@@H]1CN([C@H](C)CO)C(=O)c2cc(NS(=O)(=O)c3cccs3)ccc2O[C@@H](C)CCCCO[C@@H]1CN(C)Cc1ccc(Cl)c(Cl)c1 | -31 | 0.2
COc1ccc2c3c([nH]c2c1)[C@H](CO)N(C(C)=O)CC31CN(Cc2ccccc2Cl)C1 | -6 | 0.0
OC[C@@H]1[C@@H](c2ccc(C#Cc3ccccc3F)cc2)[C@@H]2CN(CC3CCOCC3)CCCCN12 | -101 | 0.0
COc1ccc(S(=O)(=O)Nc2cccc3c2O[C@@H](CN(C)CC2CCCCC2)[C@@H](C)CN([C@H](C)CO)C3=O)cc1 | -272 | 0.0
O=C(C1CCCC1)N1[C@@H](CO)[C@@H](c2ccccc2)C12CN(Cc1ccc(F)cc1)C2 | -3 | .
Cc1cccc(S(=O)(=O)N2CC[C@@H]3[C@@H](CO)N(C)c4ccc(Br)cc4[C@@H]32)c1 | -10 | 0.5
C/C=C/c1ccccc1[C@H]1[C@@H](C#N)N(C(=O)NC2CCCCC2)[C@H]1CO | 11 | 0.0
C[C@H]1CN([C@@H](C)CO)C(=O)c2cccc(NC(=O)Nc3ccc(F)cc3)c2O[C@@H]1CN(C)S(=O)(=O)c1ccc(Cl)cc1 | 40 | 0.0
O=C(NCC[C@@H]1CC[C@@H](NS(=O)(=O)c2ccc(F)cc2)[C@@H](CO)O1)c1ccc2c(c1)OCO2 | 18 | 0.0
O=C(NC1CCC1)[C@H]1[C@H](CO)[C@H]2Cn3c(ccc(-c4ccncc4)c3=O)[C@@H]1N2Cc1cocn1 | 15 | 0.0
CCCNC(=O)N(C)C[C@H]1Oc2ncc(C#CC3CCCCC3)cc2C(=O)N([C@H](C)CO)C[C@@H]1C | 8 | 0.0
O=C(Nc1cccc(Cl)c1)N1C[C@H]2[C@@H](c3ccccc31)[C@H](CO)N2Cc1cccnc1 | 7 | 0.0
O=C(C1CCOCC1)N1CC(=O)N2[C@H](CO)[C@H](c3ccc(C#CCc4ccccc4)cc3)[C@@H]2C1 | 23 | 0.0

Of the compounds above, these have a thiophene ring, fused or not:
SMILES | DLD1 CTGF mRNA | Pax4 mRNA alpha TC1
C[C@@H]1CN([C@H](C)CO)C(=O)Cc2cc(NC(=O)CCCCCC(=O)Nc3ccccc3N)ccc2O[C@H]1CN(C)S(=O)(=O)c1cccs1 | 4 | 0.0
C[C@@H]1CN([C@H](C)CO)C(=O)c2cc(NS(=O)(=O)c3cccs3)ccc2O[C@@H](C)CCCCO[C@@H]1CN(C)Cc1ccc(Cl)c(Cl)c1 | -31 | 0.2

Part of the list above in order of molar mass, rising:
SMILES | DLD1 CTGF mRNA | Pax4 mRNA alpha TC1
COc1ccc2c3c([nH]c2c1)[C@H](CO)N(C(C)=O)CC31CN(Cc2ccccc2Cl)C1 | -6 | 0.0
O=C(NC1CCC1)[C@H]1[C@H](CO)[C@H]2Cn3c(ccc(-c4ccncc4)c3=O)[C@@H]1N2Cc1cocn1 | 15 | 0.0
C[C@H]1CN([C@@H](C)CO)C(=O)c2cccc(NC(=O)Nc3ccc(F)cc3)c2O[C@@H]1CN(C)S(=O)(=O)c1ccc(Cl)cc1 | 40 | 0.0

(listing goes on)
SMILES | DLD1 CTGF mRNA | Pax4 mRNA alpha TC1
O=C(Nc1ccccc1F)N1CC(=O)N2[C@H](CO)[C@@H](c3ccc(-c4cccnc4)cc3)[C@H]2C1 | -12 | 0.0
C[C@@H]1CN([C@@H](C)CO)C(=O)c2ccccc2-c2ccccc2CO[C@@H]1CN(C)S(=O)(=O)c1cn(C)cn1 | 63* | 0.0
CO[C@H](CN(C)Cc1ccc(-c2ccccn2)cc1)[C@@H](C)CN(C(=O)Nc1ccc(F)cc1)[C@@H](C)CO | -46 | 0.0
O=C(CN1CCOCC1)N1CC(=O)N2[C@H](CO)[C@H](c3ccc(-c4cccc(F)c4)cc3)[C@@H]2C1 | -3 | 0.0
CCCNC(=O)N1CC(=O)N2[C@H](CO)[C@@H](c3ccc(C#CCC4CCCC4)cc3)[C@H]2C1 | 24 | 0.0
C[C@@H]1CN([C@@H](C)CO)C(=O)c2cc(NC(=O)Nc3ccc4c(c3)OCO4)ccc2O[C@@H](C)CCCCO[C@H]1CN(C)C(=O)CCCN(C)C | -18 | 0.0
O=C(N[C@H]1C=C[C@@H](CC(=O)N2CCC(Cc3ccccc3)CC2)O[C@H]1CO)c1cnccn1 | -20 | 0.0
CO[C@@H]1CN(C)C(=O)c2cc(NC(=O)c3ccc4c(c3)OCO4)ccc2OC[C@H](C)N(CCC(F)(F)F)C[C@@H]1C | -49 | 0.0
COc1ccc(CN(C)C[C@H]2Oc3ccc(NC(=O)Nc4ccc5c(c4)OCO5)cc3CC(=O)N([C@@H](C)CO)C[C@H]2C)cc1 | 58* | 0.0
O=C(NC[C@H]1[C@H](c2ccccc2)[C@@H](CO)N1Cc1cccnc1)c1ccccn1 | 38 | 0.0
CN(C)C(=O)C[C@@H]1C=C[C@@H](NC(=O)c2ccc(F)cc2)[C@H](CO)O1 | 7 | 0.0
CN(C)C(=O)[C@H]1[C@H](CO)[C@H]2Cn3c(cccc3=O)[C@@H]1N2CC1CCOCC1 | -16 | 0.0
CCCNC(=O)N1[C@@H](C#N)[C@H](c2ccccc2-c2ccccc2F)[C@@H]1CO | 7 | 0.0
CO[C@@H](CN(C)Cc1cc(F)ccc1F)[C@H](C)CN([C@@H](C)CO)S(=O)(=O)c1ccc(C)cc1 | 20 | 0.0
COc1ccc2c3c([nH]c2c1)[C@@H](CO)N(C(C)=O)CC31CN(Cc2ccccc2Cl)C1 | -6 | 0.0

Compound profiles, as listed above:
O=C(CN1CCOCC1)N1CC(=O)N2[C@H](CO)[C@H](c3ccc(-c4cccc(F)c4)cc3)[C@@H]2C1 as listed: DLD1 CTGF mRNA: -3; Pax4 mRNA alpha TC1: 0.0
CO[C@H](CN(C)Cc1ccc(-c2ccccn2)cc1)[C@@H](C)CN(C(=O)Nc1ccc(F)cc1)[C@@H](C)CO as listed: DLD1 CTGF mRNA: -46; Pax4 mRNA alpha TC1: 0.0

(continued)
SMILES | DLD1 CTGF mRNA | Pax4 mRNA alpha TC1
CCCNC(=O)N1CCC2(CC1)CN(Cc1ccccn1)[C@H](CO)c1c2c2ccc(OC)cc2n1C | 7 | 0.0
COc1cccc(-c2ccc3c(c2)[C@H]2[C@H](CCN2C(=O)c2ccccc2F)[C@H](CO)N3C)c1 | -70 | 0.0
CO[C@H]1CN(C)C(=O)c2cc(NC(=O)C3CCCCC3)ccc2OC[C@@H](C)N(Cc2cccnc2)C[C@H]1C | 14 | 0.0
COCC(=O)N1[C@H](C#N)[C@@H](c2ccccc2-c2cccc(C)c2)[C@@H]1CO | 0 | 0.0
C[C@H](CO)N1C[C@H](C)[C@H](CN(C)S(=O)(=O)c2cn(C)cn2)OCc2cnnn2CCCC1=O | -18 | 0.0
COc1ccc2c3c(n(C)c2c1)[C@@H](CO)N(C(=O)Nc1ccc(F)cc1)CC31CCN(Cc2ccccn2)CC1 | -8 | 0.0
O=C(C[C@@H]1CC[C@H]2[C@@H](COC[C@H](O)CN2C(=O)c2ccncc2)O1)Nc1ccc(-c2ccccc2)cc1 | 6 | 0.0
Cc1noc(C)c1NC(=O)Nc1cccc2c1O[C@H](CN(C)Cc1ccc(C(=O)Nc3ccccc3N)cc1)[C@H](C)CN([C@@H](C)CO)C2=O | -49 | 0.0
C[C@@H]1CCCCO[C@H](CN(C)S(C)(=O)=O)[C@@H](C)CN([C@@H](C)CO)C(=O)c2cc(NC(=O)NC3CCCCC3)ccc2O1 | 6 | 0.0
CC1C=NC(S(=O)(=O)N2CC[C@@H]3[C@@H](CO)N(C)c4ccc(C5=CCCCC5)cc4[C@@H]32)=N1 (stereo not given in full) | 15 | 0.0
COc1cccc(CNC(=O)C[C@@H]2CC[C@H]3[C@H](COc4ccc(NC(=O)c5cccs5)cc4C(=O)N3C)O2)c1 | -11 | 0.0
CO[C@@H]1CN(C)C(=O)c2cc(NC(=O)c3ccc(Oc4ccccc4)cc3)ccc2OC[C@H](C)NC[C@@H]1C | -21 | 0.0
C[C@H](CO)N1C[C@H](C)[C@H](CN(C)C(=O)Nc2ccc(-c3ccccc3)cc2)OCc2ccccc2-c2ccccc2C1=O | 28 | 0.0
CC(C)NC(=O)N1[C@H](CO)[C@@H](c2ccccc2)C12CN(Cc1cc(F)cc(F)c1)C2 | 13 | .
O=C(C[C@H]1CC[C@H]2NC[C@@H](O)COC[C@@H]2O1)N1CCc2ccccc2C1 | 5 | 0.0
Cc1noc(C)c1NC(=O)Nc1ccc2c(c1)C(=O)N([C@@H](C)CO)C[C@H](C)[C@H](CN(C)S(=O)(=O)c1cccs1)OCCCC[C@H](C)O2 | -9 | 0.0
O=C(CCN1CCCCC1)N[C@@H]1CC[C@@H](CCn2cc(-c3cccc(F)c3)nn2)O[C@@H]1CO | 23 | 0.0
CCCC(=O)N1CCC2(CC1)CN(C(C)=O)[C@H](CO)c1c2c2ccc(OC)cc2n1C | -25 | 0.0
COc1ccc(CNC(=O)C[C@@H]2C=C[C@H](NC(=O)c3cccc(F)c3)[C@H](CO)O2)cc1 | ? | 0.0
CN(C)C(=O)c1cccc(-c2ccc3c(c2)[C@H]2[C@H](CCN2C(=O)c2cnccn2)[C@H](CO)N3)c1 | -1 | 0.0
C/C=C/c1ccc([C@@H]2[C@@H](CNC(=O)C3CCC3)N(C(=O)NCCC)[C@H]2CO)cc1 | 22 | 0.0
O=C(NCC1CC1)[C@@H]1[C@@H](CO)[C@@H]2Cn3c(ccc(-c4ccccc4F)c3=O)[C@H]1N2Cc1cncnc1 | 20 | 0.0
COc1cccc(C(=O)Nc2ccc3c(c2)C(=O)N(C)[C@H]2CC[C@H](CC(=O)N[C@H](C)c4ccccc4)O[C@H]2CO3)c1 | -104 | 0.0
OC[C@H]1[C@@H](c2ccccc2)C2(CN(Cc3cccnc3)C2)N1Cc1ccncc1 | -23 | .
COCC(=O)N1CCC2(CC1)CN(Cc1cc(F)ccc1F)[C@@H](CO)c1c2c2ccc(OC)cc2n1C | -9 | 0.0
CO[C@@H]1CC[C@H]2CCN(C)C(=O)[C@H](C)N(C)C(=O)c3cccc(C#N)c3OC[C@H]1O2 | -2 | 0.0
C[C@@H]1CN([C@H](C)CO)C(=O)c2cc(NS(=O)(=O)c3cn(C)cn3)ccc2O[C@@H](C)CCCCO[C@H]1CN(C)C(=O)Nc1ccc(C(F)(F)F)cc1 | -21 | 0.0
O=C(Nc1cc(F)ccc1F)N1CC(=O)N2[C@@H](CO)[C@H](c3ccc(/C=C/c4ccccc4)cc3)[C@@H]2C1 | 16 | 0.0
C[C@@H]1CN([C@H](C)CO)C(=O)Cc2cc(NC(=O)Nc3ccc(F)cc3)ccc2O[C@H]1CN(C)S(C)(=O)=O | 0 | 0.0
O=S(=O)(c1cccs1)N1CCCCN2[C@H](CO)[C@@H](c3ccc(/C=C/c4ccccc4)cc3)[C@@H]2C1 | 26 | 0.0
CCN(C[C@@H]1N[C@@H](CO)[C@H]1c1ccc(-c2ccc(F)cc2)cc1)C(=O)CN(C)C | -87 | 0.1
CO[C@@H]1CC[C@@H]2CCN(C)C(=O)CC3(CCCCC3)CN(C)C(=O)c3cc(C#N)ccc3OC[C@H]1O2 | 9 | 0.0
